Source: PubChem
C8 TRAIL sens: sensitizes caspase-8 expressing cells to TRAIL; actives 1% (n = 360,000); NB7+C8 cells + TRAIL, ATPlite viability luminescence; inhibition (viability loss, TRAIL sensitization), % at 10 µM;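 active means compounds causing at least 50% loss of cell viability in the single-dose screen, relative to plate controls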
CF NFkB inh: cystic fibrosis NF-kB activation inhibition | actives 0.86% (n = 360,000) | inhibition, % at 5 µM | KKLEB NF-kB-GFP reporter, PAF-induced, GFP fluorescence overnight | AID 588850;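 active means at least 50% inhibition at 5 µM, scaled per plate between neutral and stimulator controls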;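 further: PAF is a Pseudomonas aeruginosa culture filtrate used as stimulus; plate controls were PAF-stimulated DMSO wells for no effect and unstimulated DMSO wells for full effect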
HIF-2a block: blocks HIF-2a reporter activity; inhibition, % at 18.8 µM; AID 624352; 786-0 RCC cells HIF-2a reporter, luciferase luminescence, overnight; actives 0.72% (n = 360,000);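 active means inhibition of the luminescence signal of 40% or more relative to plate controls, in a single-dose primary screen at 18.75 µM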
TRPM1 prom inh: inhibitors of MITF-driven TRPM1 promoter in melanoma cells | SK-MEL-5 TRPM1 promoter luciferase, 24 h | inhibition, % at 12.5 µM | actives 0.83% (n = 330,000) | AID 488899;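 active means mean inhibition across replicates of 60% or more, whatever share of single replicates reaches that level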; further: values of inactives mirror those of a sister screen read the other way
NR2E3 ag-1: activates human photoreceptor nuclear receptor NR2E3; AID 2300; Q9Y5X4; GST-NR2E3/biotin-RetCOR TR-FRET, 1536-well; actives 0.12% (n = 320,000); inhibition of corepressor binding, % at 4.78 µM;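 active means percent inhibition above the cutoff of mean plus 3 SD of all tested compounds, set per screening campaign, cut at about 20% in these data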;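 further: 0% = DMSO wells and 100% = biotin wells as full block of FRET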
Target sequence (Q9Y5X4 whole entry, looked up): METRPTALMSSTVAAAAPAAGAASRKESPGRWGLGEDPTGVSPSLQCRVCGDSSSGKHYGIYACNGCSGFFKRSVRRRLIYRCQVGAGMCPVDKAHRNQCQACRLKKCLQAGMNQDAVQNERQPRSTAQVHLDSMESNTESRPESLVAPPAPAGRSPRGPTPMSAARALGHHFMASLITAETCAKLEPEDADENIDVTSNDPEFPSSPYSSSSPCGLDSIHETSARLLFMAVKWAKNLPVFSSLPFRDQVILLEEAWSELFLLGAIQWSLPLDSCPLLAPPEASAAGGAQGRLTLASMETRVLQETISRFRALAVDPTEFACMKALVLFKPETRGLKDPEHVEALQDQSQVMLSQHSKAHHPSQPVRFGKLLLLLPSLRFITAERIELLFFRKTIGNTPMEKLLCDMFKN
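Material: NR2E3–RetCOR corepressor complex | Quantity: 1.35 nM GST-tagged NR2E3 final | Schedule: 5 h at 4 °C | Replication: Singlicate compound wells | Reagent: RetCOR corepressor, biotinylated, 7 nM | Controls: Biotin wells as high control, 0.6% DMSO wells as low control | Signal: TR-FRET, Eu(K)-anti-GST donor, streptavidin-D2 acceptor, ex 340, em 617/671 nm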
KKLEB cytotox: counter-screen for CF NF-kB inhibitors: cytotoxicity; KKLEB CF airway cells viability, ATPlite luminescence, overnight; active compounds read low; cells stimulated with P. aeruginosa culture filtrate; activity change (cytotoxicity), % at 5 µM; actives 0.36% (n = 360,000); AID 602141;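 active means corrected activity change at or below -50% at 5 µM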
Shn3 inh set2: inhibitors of Schnurri-3 3'UTR reporter in osteoblasts | actives 0.52% (n = 360,000) | Clone20 osteoblast Shn3 3'UTR firefly luciferase, 24 h | inhibition, % at 12.5 µM | AID 588674;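 active means mean inhibition of at least 75% with every replicate also reaching 75%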;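 further: 0% = median of neutral control wells and 100% = pilot-screen positive control compound; some compounds past the cut are filed as inactive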
Peg3 promoter: reduces Peg3 promoter-driven luciferase expression in HeLa; HeLa PEG-Prom luciferase reporter, luminescence, overnight; inhibition, % at 20 µM; actives 1.7% (n = 360,000);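 active means inhibition of at least 50% at 20 µM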
EBV LMP1 NFkB: Epstein-Barr LMP1 NF-kappaB reporter inhibition. LMP1-induced NF-kappaB luciferase reporter cells, luminescence. actives 0.69% (n = 350,000). inhibition, % at 12.5 µM; in the data active means inhibition above about 41%;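 further: 0% = neutral control wells and 100% = reference inhibitor control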
NR2E3 ag-2: agonists of human NR2E3 nuclear receptor; inhibition of corepressor binding, % at 3.98 µM; actives 0.35% (n = 360,000); AID 602229; CHO-S Gal4-NCOR/VP16-NR2E3 two-hybrid, luciferase; Q9Y5X4;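 active means inhibition above the mean of all tested compounds plus 3 SD, cut at about 70% in these data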;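 further: 0% = DMSO with NR2E3 transfected cells and 100% = cells lacking NR2E3 construct; higher means lower luciferase signal from less NR2E3 corepressor binding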
hiPSC survival: increases survival of single human iPS cells. survival enhancement, % at 20 µM. actives 0.044% (n = 360,000). hiPSC single-cell survival, ATPlite luminescence; 100% = ROCK inhibitor wells, 0% = DMSO; in the data active means survival enhancement above about 18%;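 further: cells exposed to compounds for 16 hours before the ATP read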
Active calls of the source: *; x = not tested or not shown. These rows are one share of the data; count on the stated rates, not on these rows.

SMILES	C8 TRAIL sens	CF NFkB inh	HIF-2a block	TRPM1 prom inh	NR2E3 ag-1	KKLEB cytotox	Shn3 inh set2	Peg3 promoter	EBV LMP1 NFkB	NR2E3 ag-2	hiPSC survival
CCC(C)(C)n1nnnc1C(c1ccccc1F)N1CCC(C(N)=O)CC1 (configuration not stated)	-12	-2	20	9	5	1	-1	11	-3	0	-1.3
CC(C)c1ccc(NC(=O)COC(=O)C2CC3C=CC2C3)cc1 (configuration not stated)	5	-2	-81	-10	x	5	-19	-72	-6	-2	0.0
O=C(NNc1cc(Cl)cc(Cl)c1)c1cccs1	-9	15	17	-1	-2	15	x	8	-18	-12	-0.1
O=C(N1CCOCC1)N1CCC(NC(=O)C23CC4CC(CC(C4)C2)C3)CC1	-1	10	17	-6	2	0	-9	10	-4	-11	3.5
COc1ccc(C2/C=C\CN(CC(C)(C)C)CC(=O)N2Cc2ccc(F)cc2)cc1 (configuration not stated)	-8	15	-7	-2	3	-19	-3	4	7	16	-0.1
O=C(Nn1cnnc1)c1ccncc1	-15	5	15	-1	-1	-14	14	-4	1	6	1.5
CCc1ccc(OCC(=O)Nc2ccncc2)c(Br)c1	27	6	-261	-11	3	-18	-21	-312	-5	-23	0.0
O=C(c1ccc2ccccc2c1)N1CCc2ccccc21	10	8	-224	-49	3	0	-111	-225	-13	-97	0.0
O=C1C=CN2CCCC2CC1 (configuration not stated)	-10	-2	3	8	x	3	38	-5	2	-1	0.6
Cc1ccc(C)c(N2CCN(C(=O)CCNS(=O)(=O)c3ccc4c(c3)oc(=O)n4C)CC2)c1	1	15	20	14	-1	-7	29	18	5	14	-0.6
O=C(Nc1ccc2c(c1)CCC2)c1cnccn1	3	5	-202	-93	-1	3	-32	-261	-15	-85	0.7
Cc1ccc2[nH]c(-c3ccccc3)c(CN3CCN(C)CC3)c(=O)c2c1	-5	6	-29	5	1	9	-16	0	-1	12	0.3
Nc1nonc1-n1nnc(C(=O)N/N=C/c2cccc(Cl)c2)c1CN1CCCC1	-4	-8	10	11	-4	11	-13	6	2	-3	1.7
COc1ccc(C2SCC(=O)N2c2c(C)n(C)n(-c3ccccc3)c2=O)c(OC)c1 (configuration not stated)	-7	5	-6	-3	-1	3	4	-8	0	0	-0.3
C=CCn1c(SCCC#N)nnc1-c1ccncc1	2	-9	12	3	0	15	-11	4	5	-8	-0.3
c1ccc(N2CCN(c3cnccn3)CC2)nc1	11	14	-22	-15	1	-3	-19	-17	6	20	5.6
CCN1CCN(CCCNC(=O)CCC(=O)N2CCOc3ccc(Cl)cc32)CC1	-11	-35	-2	x	3	22	-94	-11	2	-1	-1.2
CN1C(=O)[C@H]2[C@@H](c3ccc(C(F)(F)F)cc3)N[C@]3(CCCN(Cc4ccc(F)cc4)C3=O)[C@H]2C1=O	0	-8	14	x	x	-1	47	8	5	-17	-1.4
COc1ccc(CC2(CO)COc3ccccc3C2=O)cc1 (configuration not stated)	-16	4	6	-3	3	-12	14	36	-4	8	-0.5
Cc1cc(Cl)ccc1NC(=O)CSc1n[nH]c(N)n1	-19	-15	15	-4	8	4	-3	-8	0	13	1.6
CC(=O)Nc1ccc(S(=O)(=O)N2CCN(c3nc(C)cc(C)n3)CC2)cc1	-10	-10	12	-3	4	-2	12	4	-3	0	0.0
Nc1cc(=O)[nH]c(SCC(=O)NCC2CCCO2)n1 (configuration not stated)	0	4	5	6	-1	2	8	11	17	-18	-2.0
CCN(c1ccccc1)S(=O)(=O)c1ccc(Oc2ccc([N+](=O)[O-])cc2)nc1	13	-11	23	-5	0	2	21	7	-4	5	0.0
Cc1c(NC(=S)NCc2ccc(F)cc2)cccc1[N+](=O)[O-]	0	6	13	11	1	7	17	7	-5	-18	0.5
Cc1ccc2sc(C)[n+](CCCS(=O)(=O)[O-])c2c1	-7	-32	6	2	-4	17	20	2	-4	12	-2.6
CN1CCN(C(=O)c2cc(COc3c(F)cccc3F)on2)CC1c1ccccc1 (configuration not stated)	-7	-13	-62	-12	4	4	-17	-25	-5	-10	-0.9
S=C(NCc1ccccn1)Nc1ccc(Cl)cc1	6	4	-156	-6	5	7	-36	-233	-11	-14	3.0
Cc1cccc(/C(N)=N/OC(=O)c2ccco2)c1	22	2	3	-43	0	3	-4	-368	-11	-111	-1.4
Cc1cccc(C(=O)N2CCCC(Nc3ccc(C(C)C)cc3)C2)n1 (configuration not stated)	12	-3	-34	12	-4	-6	-20	-23	-3	-23	0.0
Nc1c(C(=O)N2CCOCC2)sc2nc3c(cc12)CCC3	-3	-13	18	-45	-1	11	-19	-3	-22	5	0.7
C[C@@H]1CN([C@@H](C)CO)C(=O)c2cc(NS(=O)(=O)c3cccs3)ccc2O[C@H]1CN(C)Cc1ccc(C(F)(F)F)cc1	0	-7	7	1	x	-7	2	-12	0	-2	1.9
O=C(N/N=C/c1cc([N+](=O)[O-])cc([N+](=O)[O-])c1O)C(O)(c1ccccc1)c1ccccc1	-7	-18	10	6	-2	1	-8	-12	-3	-33	-0.4
Cc1noc(C)c1S(=O)(=O)N1CCC(C(=O)NCCCN2CC(C)CC(C)C2)CC1 (configuration not stated)	-3	8	9	-2	7	0	-2	1	6	-13	0.0
CC(C)NC(=O)c1ccccc1-c1ccccc1	1	-5	8	7	1	7	-12	13	-7	4	4.4
Cc1n[nH]c(C)c1CCC(=O)N/N=C/C=C/c1ccccc1	-2	-13	11	5	-1	8	8	23	8	16	0.5
C/C(=N\Nc1ccc(C(F)(F)F)cn1)c1ccncc1	0	4	-206	-32	0	-8	-26	-246	-14	-26	-0.6
CC(C)CNC(=O)c1cccc(C(=O)NCC(C)C)c1	-2	5	20	15	1	-1	-10	9	-8	-10	-4.4
COc1ccc(-n2c(=O)[nH]c3cc(C(=O)NCCc4ccccc4)ccc3c2=O)cc1OC	-11	-4	6	10	-5	-13	17	14	10	-8	0.1
CC(NC(=O)CNC(=O)c1ccccc1F)c1ccc(-n2ccnc2)cc1 (configuration not stated)	-16	-15	3	7	3	12	1	1	-5	6	-0.8
Cc1ccc([N+](=O)[O-])cc1NC(=O)C(C)NS(=O)(=O)c1ccc(F)cc1 (configuration not stated)	3	8	11	9	-1	10	-12	15	-7	-18	-0.4

A section taken from the entries so far:
SMILES	C8 TRAIL sens	CF NFkB inh	HIF-2a block	TRPM1 prom inh	NR2E3 ag-1	KKLEB cytotox	Shn3 inh set2	Peg3 promoter	EBV LMP1 NFkB	NR2E3 ag-2	hiPSC survival
CC(=O)Nc1ccc(S(=O)(=O)N2CCN(c3nc(C)cc(C)n3)CC2)cc1	-10	-10	12	-3	4	-2	12	4	-3	0	0.0
Nc1cc(=O)[nH]c(SCC(=O)NCC2CCCO2)n1 (configuration not stated)	0	4	5	6	-1	2	8	11	17	-18	-2.0

(list continues)
SMILES	C8 TRAIL sens	CF NFkB inh	HIF-2a block	TRPM1 prom inh	NR2E3 ag-1	KKLEB cytotox	Shn3 inh set2	Peg3 promoter	EBV LMP1 NFkB	NR2E3 ag-2	hiPSC survival
CCC(C)NC(=O)COC(=O)c1cc([N+](=O)[O-])ccc1Sc1nc(C)cs1 (configuration not stated)	-1	9	2	13	2	4	2	15	-1	11	1.8
COc1cc2c(cc1OC)C(=O)N1[C@H]3c4cc(C)ccc4OC[C@@H]3[C@H](c3ccccc3)[C@]1(C)C(=O)N2	5	22	13	19	x	-35	3	-12	-16	-18	-1.0
Cc1ccnc(NC(=O)c2cc(F)c(F)cc2Cl)n1	7	-6	3	8	0	6	-11	0	-1	-37	-0.7
CCCCCc1cc(=O)oc2c(C(CCN3CCCCC3)c3ccc4c(c3)OCO4)c(OC)cc(OC)c12 (configuration not stated)	44	13	13	84*	-5	-11	-16	96*	-11	2	-5.4
COc1cc2nc3occc3c(OC)c2cc1OC	-1	-53	-22	-14	-1	-4	-3	-32	36	-10	-0.2
COc1ccc(Cl)cc1C(=O)NCC(C)C	-8	-12	9	7	2	13	-2	-1	-2	-5	-4.6
C#CCSc1nnc(CSc2nc3ccccc3s2)n1-c1ccccc1	86*	-15	10	3	-3	-3	36	19	8	11	1.4
CC1(C)Cc2c(sc3nc4n(-c5ccccc5)cnn4c(=O)c23)CO1	-11	3	18	-3	1	-1	3	18	4	-11	5.2
CS(=O)(=O)N(Cc1ccc(Cl)cc1)c1ccc(C(=O)Nc2cccnc2)cc1	-7	-1	22	8	0	-5	9	23	-9	-12	0.5
Cc1cccc(NC(=O)Cn2nnc(C(=O)NCc3ccco3)c2N)c1	0	2	10	12	1	7	24	21	6	4	1.7
Cc1ccccc1-c1noc(CNC(=O)COc2ccccc2)n1	3	19	-1	2	4	-7	2	-1	-6	-5	-0.4
O=C(CSc1ncn[nH]1)c1cccc([N+](=O)[O-])c1	-2	-19	9	1	1	15	9	10	7	-5	0.6
Cc1ccc(CNC(=O)c2cc(C3CC3)nc3c2cnn3C(C)C)cc1	-19	8	20	12	3	-13	15	19	-1	0	0.0
COc1ccccc1CCNC(=O)CSc1nnc2ccc(-c3ccncc3)nn12	8	-18	13	2	1	-4	-27	-7	-5	-11	1.1
